proCasp7 act: activates human procaspase-7, counter-screen for procaspase-3 activators; P55210; recombinant procaspase-7, Ac-DEVD-pNA absorbance 405 nm; D23A/D198A/D206A triple mutant, cannot self-cleave; scale: DMSO 0, 5 µM enzyme 100; activation, % at 8.5 µM; 330,000 tested, 0.093% active;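 active = percent activation above the screen-wide mean plus 3 SD, cut at about 25% in these data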
Target sequence (P55210 whole entry D23A/D198A/D206A): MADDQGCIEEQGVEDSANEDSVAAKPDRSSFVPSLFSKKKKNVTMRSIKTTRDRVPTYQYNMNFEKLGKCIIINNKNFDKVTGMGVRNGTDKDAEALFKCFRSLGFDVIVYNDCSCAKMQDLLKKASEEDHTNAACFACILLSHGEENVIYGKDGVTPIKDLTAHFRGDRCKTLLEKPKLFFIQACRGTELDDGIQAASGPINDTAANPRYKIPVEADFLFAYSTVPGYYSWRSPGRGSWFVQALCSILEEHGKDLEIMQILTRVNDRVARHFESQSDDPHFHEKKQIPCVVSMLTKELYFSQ
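signal = Epi-absorbance of released pNA at 405 nm, two timepoints | assay system = Uncleavable procaspase-7 mutant enzyme | reagent = Ac-DEVD-pNA substrate, 400 µM as added | times = 1 h enzyme–compound preincubation and 2 h substrate reaction, both 25 °C | benchmarks = low DMSO alone, high DMSO plus 5 µM PC-7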
MEP2 TOR yeast: modulators of TOR pathway MEP2-GFP in S. cerevisiae | S. cerevisiae MEP2-GFP strain, flow cytometry GFP, 3 h; 100% = DMSO control level | GFP response vs DMSO, % at 10 µM | 330,000 tested, 0.51% active | AID 2016;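 active = GFP response versus DMSO above a set limit, roughly screen mean plus 3 SD, cut at about 180% in these data; inconclusive = fewer than 70 cells counted for a yeast strain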;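 note: median GFP fluorescence of the barcode-gated MEP2-GFP cells per well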
RPL19A TOR yeast: alters RPL19A-GFP fluorescence in TOR pathway yeast screen | S. cerevisiae RPL19A-GFP strain, flow cytometry, 3 h; stronger effect = lower value | percent response vs DMSO, % at 10 µM | 330,000 tested, 0.3% active;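 active = percent response vs DMSO below 50%; inconclusive = fewer than 70 events counted for the yeast strain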;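 note: median channel GFP fluorescence of the barcoded RPL19A-GFP strain; ratio of sample median GFP to plate DMSO average so 100% = DMSO; lower means less RPL19A-GFP as with rapamycin TOR inhibition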
LAP4-GFP MLPCN: modulators of TOR pathway LAP4-GFP in S. cerevisiae; S. cerevisiae LAP4-GFP multiplex, flow cytometry GFP, 3 h; median GFP as percent of DMSO wells; GFP response vs DMSO, % at 10 µM; 320,000 tested, 0.34% active;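 active = GFP response vs DMSO above a set limit, about the screen mean plus 3 SD, cut at about 150% in these data; inconclusive = under 70 cell events counted for the yeast strain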
AGP1-GFP MLPCN: alters AGP1-GFP fluorescence in TOR pathway yeast screen | S. cerevisiae AGP1-GFP multiplex flow cytometry, 3 h; GFP as percent of DMSO wells | GFP response vs DMSO, % at 10 µM | 320,000 tested, 0.02% active;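 active = GFP response relative to DMSO above a set limit, near screen average plus 3 SD, cut at about 150% in these data; inconclusive = fewer than 70 cells counted for the yeast strain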;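 note: median GFP channel fluorescence of the gated AGP1 strain per well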
AHR activator: human AHR activation; P35869; AHR-responsive luciferase reporter cells, luminescence; activation, % at 5 µM; 320,000 tested, 2.5% active; AID 2796; in the data active = activation above about 47%;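 note: 0% = vehicle wells and 100% = reference agonist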
Target sequence (P35869 whole entry, looked up): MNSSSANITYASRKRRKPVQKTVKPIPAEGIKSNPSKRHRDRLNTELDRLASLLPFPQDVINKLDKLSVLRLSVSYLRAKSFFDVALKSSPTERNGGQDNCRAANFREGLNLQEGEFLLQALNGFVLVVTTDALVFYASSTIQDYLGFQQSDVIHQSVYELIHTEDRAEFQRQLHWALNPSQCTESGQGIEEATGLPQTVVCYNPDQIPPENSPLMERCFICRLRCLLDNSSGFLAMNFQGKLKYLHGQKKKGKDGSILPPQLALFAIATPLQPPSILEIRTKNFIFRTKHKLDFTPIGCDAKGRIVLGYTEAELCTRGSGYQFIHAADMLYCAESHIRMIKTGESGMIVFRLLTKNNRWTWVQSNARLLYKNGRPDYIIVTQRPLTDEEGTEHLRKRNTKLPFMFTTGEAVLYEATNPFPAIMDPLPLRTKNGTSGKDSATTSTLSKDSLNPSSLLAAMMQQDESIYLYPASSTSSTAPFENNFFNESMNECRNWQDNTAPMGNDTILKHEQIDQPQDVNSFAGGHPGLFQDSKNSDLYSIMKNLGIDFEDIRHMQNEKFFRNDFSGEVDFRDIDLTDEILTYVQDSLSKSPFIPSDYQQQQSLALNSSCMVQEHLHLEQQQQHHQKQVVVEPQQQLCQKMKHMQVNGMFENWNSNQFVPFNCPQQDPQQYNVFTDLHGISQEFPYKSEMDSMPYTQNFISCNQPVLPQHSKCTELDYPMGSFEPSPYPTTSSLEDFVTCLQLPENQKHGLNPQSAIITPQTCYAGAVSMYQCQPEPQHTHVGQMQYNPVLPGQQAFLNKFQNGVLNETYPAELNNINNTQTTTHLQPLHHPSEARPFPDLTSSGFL
CIT2-GFP yeast: alters CIT2-GFP fluorescence in TOR pathway yeast screen; S. cerevisiae CIT2-GFP strain, flow cytometry, 3 h; 100 means same as DMSO wells; GFP response vs DMSO, % at 10 µM; 320,000 tested, 0.065% active; AID 2029;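 active = GFP response relative to DMSO above a set limit, near the screen mean plus 3 SD, cut at about 150% in these data; inconclusive = Fewer than 70 cells measured for a yeast strain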;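 note: ratio of well median GFP fluorescence to mean of DMSO wells on the plate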
proCasp3 act: procaspase-3 (human) activation. P42574. recombinant procaspase-3 D3A, Ac-DEVD-pNA absorbance 405 nm. activation, % at 8.5 µM. 330,000 tested, 0.11% active. AID 463141;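 active = activation above the mean of all tested compounds plus 3 SD, cut at about 21% in these data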;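 note: 0% = DMSO alone and 100% = DMSO wells spiked with extra 5 µM PC-3 D3A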
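System: Procaspase-3 D3A mutant. Medium: Zinc-free 300 mM NaCl, 50 mM HEPES, 0.01% Triton X-100. Schedule: 1 h preincubation plus 2 h reaction at 25 °C. Measured by: 405 nm absorbance of p-nitroaniline, reads at 0 and 120 min. Read-out: percent activation relative to control range.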
The depositor's hits bear a star; ? = inconclusive; . = no result given; [ ] = another dose, or the depositor's remark.

SMILES	proCasp7 act	MEP2 TOR yeast	RPL19A TOR yeast	LAP4-GFP MLPCN	AGP1-GFP MLPCN	AHR activator	CIT2-GFP yeast	proCasp3 act
Fc1cc(F)cc(NC(=S)Nc2ccccc2N2CCOCC2)c1	-0.6	92.4	94.2	109.0	92.7	9.3	99.5	2.9
Cc1ccccc1OCCNC(=S)Nc1ccccc1	5.6	105.8	101.1	112.4	96.1	-3.0	102.1	2.6
COc1ccc(C)cc1N(CC(=O)NC1CCCC1)C(=O)CCC(=O)Nc1cc(C)on1	2.1	95.7	100.2	88.2	103.0	3.9	.	2.0
CCN(CC)c1ccc(/C=C/c2nc3ccccc3s2)cc1	-51.4	206.0*	110.8	145.3	102.2	-3.9	148.8	-44.2
Cc1ccccc1Cn1c(=N)n(CC(O)c2ccco2)c2ccccc21 (stereo unspecified)	9.5	110.4	108.6	101.8	109.1	2.9	98.0	10.5
C=CCn1c(SCc2nc3sc4c(c3c(=O)[nH]2)CCCC4)nc2ccccc2c1=O	10.1	107.8	94.9	93.9	93.4	7.8	90.0	-0.2
CCOC(=O)Cc1csc(NC(=O)NC2(C(F)(F)F)Oc3cc(Cl)c(Cl)cc3O2)n1	-1.6	102.5	104.3	110.8	111.8	1.7	107.2	-3.4
FC(F)(F)c1cccc(NC(=S)NNC(=S)Nc2cccc(C(F)(F)F)c2)c1	-10.2	83.1	92.7	115.8	94.0	29.3	94.8	-9.5
COc1ccc(S(=O)(=O)Nc2cccc(C)n2)c2ccccc12	5.7	100.1	100.0	89.9	101.9	4.2	96.6	-1.1
O=C(OCn1cncn1)c1ccc(Cl)cc1Cl	14.4	101.2	102.1	104.3	102.1	3.3	102.5	-3.3
O=C(COc1ccc(/C=N/NC(=O)c2ccccc2Br)cc1)Nc1ccccc1	-5.2	103.7	99.5	94.4	101.5	0.3	104.3	1.2
CC(CN1CCOCC1)OC(=O)c1ccc2c(c1)OCCO2 (stereo unspecified)	5.5	105.1	97.1	102.3	104.4	0.4	102.9	2.0
O=C(CCNC(=O)c1ccccc1Cl)Nc1ccccc1N1CCCC1	2.0	104.4	96.3	92.8	99.9	6.2	106.0	-1.9
O=[N+]([O-])c1ccc(/C=N/n2c(-c3cccnc3)n[nH]c2=S)cc1	-5.8	113.4	107.6	92.5	101.1	4.0	100.0	-2.0
COc1cc(OC)c2ccc(=O)oc2c1C(CCN1CCCC(C)C1)c1ccc(N(C)C)cc1 (stereo unspecified)	-9.2	96.7	101.5	95.1	106.0	9.1	105.7	-10.2
CC1CCCN(CCCNC(=O)c2ccc(NC(=O)C3=CSCCO3)cc2)C1 (stereo unspecified)	-4.3	104.3	102.2	100.9	105.1	-1.8	103.8	-1.6
Cc1cc(C)cc(-n2c(C)nc3cc(C(=O)O)ccc32)c1	-2.5	108.5	102.8	109.4	106.0	7.1	100.2	1.6
CC(C)C(=O)Nc1sc2c(c1C#N)CCCCC2	4.6	101.2	98.6	99.4	95.6	7.2	91.6	-2.0
CC(NCC(=O)Nc1cc(Cl)cc(Cl)c1)c1ccccc1 (stereo unspecified)	-6.5	91.3	84.7	87.5	87.7	0.9	92.1	-5.2
CCN(C[C@H]1N[C@@](CC)(C(=O)OC)[C@H]2C(=O)N(C)C(=O)[C@@H]12)C(=O)c1ccc(C(C)(C)C)cc1	18.4	105.8	107.6	100.9	100.3	-0.2	96.6	-4.5

Ordered by value in MEP2 TOR yeast (rising): three from the list above
Compound | MEP2 TOR yeast
CC(C)C(=O)Nc1sc2c(c1C#N)CCCCC2 | 101.2
Cc1ccccc1OCCNC(=S)Nc1ccccc1 | 105.8
C=CCn1c(SCc2nc3sc4c(c3c(=O)[nH]2)CCCC4)nc2ccccc2c1=O | 107.8

(list continues)
SMILES	proCasp7 act	MEP2 TOR yeast	RPL19A TOR yeast	LAP4-GFP MLPCN	AGP1-GFP MLPCN	AHR activator	CIT2-GFP yeast	proCasp3 act
Cn1c(CNC(=O)CNC(=O)Cc2ccc(Cl)cc2)cc(=O)n(C)c1=O	-3.2	101.5	98.8	101.5	97.6	0.9	99.4	5.5
Cc1cc(C)c(C)c(OCCCOc2cccc3cccnc23)c1	-6.2	105.7	104.7	113.0	99.0	9.9	85.5	12.6
COc1ccc(CCNC(=O)CSCc2ccc(Br)cc2)cc1OC	1.6	97.5	103.6	95.5	95.8	-2.3	101.1	0.6
COc1ccc(NS(=O)(=O)c2cc(NC(=O)c3ccc(F)cc3)ccc2OC)cc1	15.6	94.3	95.0	105.1	123.2	0.2	91.7	-0.8
N#Cc1ccc(-c2ccco2)nc1SCc1ccccc1	-9.7	89.7	90.6	.	81.5	1.1	82.5	1.6
O=C(COC(=O)[C@@H]1CCCN1S(=O)(=O)c1ccc(Cl)cc1)NC1CCS(=O)(=O)C1 (stereo partly specified)	0.3	111.6	106.9	103.3	105.3	1.2	102.6	-5.8
Cc1ccc2c(CC(=O)N3CCN(c4ccccc4)CC3)coc2c1	4.1	98.0	92.9	131.3	82.0	5.6	63.9	-0.7
CCOC(=O)CSc1nnc2c(n1)C1(C)CCC2C1(C)C (stereo unspecified)	4.3	100.9	98.7	96.8	101.4	-0.7	102.4	0.1
CN(C)/C=C/C(=O)c1ccccc1F	6.8	101.4	99.9	98.7	101.6	0.6	100.1	2.5
COc1cnc(-c2ccccc2)nc1Oc1ccccc1C	5.0	99.4	100.8	106.7	100.3	9.5	95.1	7.3
COc1cc(OC)cc(C(=O)N(Cc2cc3cc(C)ccc3[nH]c2=O)C(C)C)c1	0.6	100.7	96.2	102.0	100.4	3.2	97.3	1.9
O=S(=O)(c1ccccc1)c1ncc(C(F)(F)F)cc1O	-7.8	113.5	107.6	95.8	100.9	-3.4	107.5	-1.6
CCc1cc2c(C)cc(C)cc2nc1SCC(=O)Nc1cc(C)on1	-2.2	99.4	104.3	102.5	92.7	5.3	87.1	9.2
Oc1ccc(CCc2n[nH]c(=S)n2-c2ccc(F)cc2)cc1	-7.4	104.6	102.9	110.1	105.0	0.7	96.6	-5.3
CCOC(=O)c1cn(CC)c2cc3c(cc2c1=O)OCO3	-2.3	102.2	102.8	104.5	90.9	3.4	85.9	7.3
Cc1ccc(OCC(=O)O/N=C(\N)Cc2ccc(Cl)cc2)cc1	6.8	98.0	102.6	94.2	86.0	0.6	87.2	-4.2
C/C(=N\NC(=O)c1c(Cl)cnn1C)c1cccc(NC(=O)c2ccc(C)cc2)c1	-6.8	99.5	116.1	107.4	111.1	1.4	104.5	-2.2
O=C(CSc1nc2ccccc2c(=O)[nH]1)NCc1ccc(Cl)cc1	10.0	114.4	108.6	111.4	.	2.0	116.3	-0.1
CCOC(=O)C1CCN(C(=O)c2c(C)oc3c2C(=O)c2ccccc2C3=O)CC1	2.9	105.8	99.1	94.1	101.4	3.3	103.2	0.7
CN(C)CCN(CC1CCCN(Cc2ccccc2F)C1)C(=O)c1ccc(Cl)cc1 (stereo unspecified)	4.0	100.4	98.8	96.0	107.4	-0.1	104.6	-1.5

Fetched by structure from the entries so far, two records:
SMILES	proCasp7 act	MEP2 TOR yeast	RPL19A TOR yeast	LAP4-GFP MLPCN	AGP1-GFP MLPCN	AHR activator	CIT2-GFP yeast	proCasp3 act
CCOC(=O)c1cn(CC)c2cc3c(cc2c1=O)OCO3	-2.3	102.2	102.8	104.5	90.9	3.4	85.9	7.3
CC(NCC(=O)Nc1cc(Cl)cc(Cl)c1)c1ccccc1 (stereo unspecified)	-6.5	91.3	84.7	87.5	87.7	0.9	92.1	-5.2

Continuation:
SMILES	proCasp7 act	MEP2 TOR yeast	RPL19A TOR yeast	LAP4-GFP MLPCN	AGP1-GFP MLPCN	AHR activator	CIT2-GFP yeast	proCasp3 act
COc1ccc(/C=N/NC(=O)CC(=O)NCc2cccnc2)cc1	4.3	105.1	103.6	104.9	.	-0.2	106.6	-6.9
CCCN(CC(=O)Nc1ccc(F)c(F)c1F)CC(=O)Nc1c(C)n(C)n(-c2ccccc2)c1=O	0.2	103.8	91.7	90.1	93.0	-1.8	92.9	5.2
Cc1cc(C)cc(N(C(=O)c2csnn2)C(C(=O)NC2CCCC2)c2cccnc2)c1 (stereo unspecified)	3.6	183.8*[may fluoresce violet]	57.2[may fluoresce violet]	91.8[may fluoresce violet]	16.7[may fluoresce violet]	-0.5	?	3.2
O=C(O)c1ccc(Cl)c(S(=O)(=O)Nc2ccc3cn[nH]c3c2)c1	0.4	104.9	101.7	99.5	101.6	23.3	113.1	-10.0
O=C1C=CC(=O)N1c1ccc(N2CCCCC2)cc1	-22.5	73.3	64.6	179.4*	66.8	2.2	75.8	-17.4
CCCn1c(N)[n+](CC(=O)c2ccco2)c2ccccc21	-5.2	98.8	96.9	105.3	102.2	11.2	96.5	1.9
COc1ccc(C2c3c(ncn(CCN4CCOCC4)c3=N)Oc3ccc4ccccc4c32)cc1OC (stereo unspecified)	-0.5	94.8	97.9	98.4	98.6	29.2	90.6	-1.0
CCOc1ccc(NC(=O)c2cccnc2SC)cc1	-1.6	106.4	98.7	104.7	97.2	0.6	91.0	0.1
O=C(Nc1ccccc1)c1ccc(Cn2cc(C(F)(F)F)ccc2=O)cc1	10.3	95.8	98.6	103.6	103.4	-0.1	97.7	-4.6
CCOCC(=O)Nc1c(C(=O)Nc2ccc(OC)cc2OC)oc2ccccc12	7.5	89.7	88.2	97.4	88.6	66.6*	100.7	4.6
Cc1cccc(/C=N/n2c(C)cc(C)c(C#N)c2=O)c1	-3.2	95.2	89.8	102.9	94.0	-0.9	93.7	-8.9
COc1cccc(NC(=O)c2ncn[nH]2)c1	0.2	97.5	96.8	97.3	100.2	4.3	100.9	5.7
CCN(CC)C(=O)CCS(=O)(=O)c1cccc2nonc12	-5.5	99.9	91.7	101.0	92.2	1.9	90.2	6.7
Nc1nnc(-c2ccc(Cl)c(Cl)c2)s1	6.8	100.0	103.6	84.6	95.0	-3.2	87.3	-4.0
O=C(CCNC(=O)c1ccc(Cl)cc1)NCCC1=CCCCC1	8.6	99.9	97.8	108.8	102.1	4.3	100.8	9.7
O=C(NC1CCCc2ccccc21)c1ccccc1Br (stereo unspecified)	6.9	98.2	93.8	104.5	100.0	2.5	95.4	0.3
C=CCSc1nnc(NC(=O)COc2ccccc2)s1	9.8	104.1	96.0	99.5	94.2	6.7	100.1	3.3
COc1ccc2c(c1OC)CN(C)CCc1cc3c(cc1C(O)C2)OCO3 (stereo unspecified)	3.2	91.9	95.0	90.7	97.5	4.7	96.8	7.7
CC1CCC(NC(=O)c2ccc(N3CCCC3=O)cc2)CC1 (stereo unspecified)	0.1	102.0	97.7	102.0	.	2.6	98.0	5.5
COCC(C)n1c(SCc2ccc(C(=O)OC)o2)nc2ccccc2c1=O (stereo unspecified)	6.3	100.2	92.4	101.7	92.3	-2.7	93.7	-1.0
CC1CN(Cc2ccccc2)c2nc3c(c(=O)n(CC(=O)O)c(=O)n3C)n2C1 (stereo unspecified)	4.1	109.4	97.9	98.2	97.4	-0.4	101.6	8.3
Oc1ccc[n+](/C=C\c2ccccc2)c1	-2.9	99.8	114.0	112.2	101.4	37.1	98.4	8.4
COc1ccccc1N1CCN(C(=O)c2c(-c3c(Cl)cccc3Cl)noc2C)CC1	7.5	107.5	107.8	107.1	114.8	6.5	106.8	5.2
O=C(COC(=O)C1(c2ccc(F)cc2)CCCC1)NC1CC1	-5.6	95.8	96.7	96.0	96.9	2.5	89.0	0.6

Compound activity (PubChem BioAssay)
